Rev-erbA mod – modulators of human Rev-erb alpha DNA binding; Rev-erbα–FITC-DNA binding, fluorescence polarization, 90 min; activity, % at 10 µM; 370,000 tested, 0.79% active;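 active means activity above about 14%, limit read from the data; passing the limit was not always enough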;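 further: 0% = DMSO wells with 35 nM protein and 100% = DMSO wells with 750 nM protein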
HTRA1 inhibitor – HTRA1 (human) protease inhibition. recombinant HTRA1, FP-rhodamine activity-based probe, fluorescence polarization. Q92743. 340,000 tested, 0.5% active. inhibition, % at 5.96 µM; in the data active means inhibition above about 36%;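 further: 0% = enzyme with DMSO and 100% = wells lacking enzyme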
Target sequence (Q92743 whole entry, looked up): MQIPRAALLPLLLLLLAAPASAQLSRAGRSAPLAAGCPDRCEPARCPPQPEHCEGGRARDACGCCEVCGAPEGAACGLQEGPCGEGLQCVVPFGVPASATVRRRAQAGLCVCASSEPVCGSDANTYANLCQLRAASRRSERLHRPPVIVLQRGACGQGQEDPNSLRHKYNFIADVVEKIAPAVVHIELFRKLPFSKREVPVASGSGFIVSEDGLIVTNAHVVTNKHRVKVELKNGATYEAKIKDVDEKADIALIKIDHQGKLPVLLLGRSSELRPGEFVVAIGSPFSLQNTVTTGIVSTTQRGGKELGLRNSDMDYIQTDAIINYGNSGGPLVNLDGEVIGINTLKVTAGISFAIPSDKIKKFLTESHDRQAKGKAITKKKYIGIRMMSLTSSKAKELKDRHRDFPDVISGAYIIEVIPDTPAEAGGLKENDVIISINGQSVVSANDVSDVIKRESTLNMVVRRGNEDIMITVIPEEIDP
PG9 binder – small molecules binding HIV-1 gp120 antibody PG9; inhibition, % at 6.7 µM; TR-FRET gp120-PG9 antibody binding; 360,000 tested, 0.43% active; in the data active means inhibition above about 8.5%
SMARCA2 activ – activators of SMARCA2 function; MG213 cells, MMTV-luciferase reporter, dexamethasone, overnight; activation, % at 9.1 µM; 370,000 tested, 1% active; AID 652017; in the data active means activation above about 7.8%;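 further: 0% = vehicle wells and 100% = reference activator wells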
ARFGAP1 inhibitor – rat ARFGAP1 inhibition. Q62848. Arfgap1-stimulated ARF1 GTP hydrolysis, GDP FP detection. inhibition, % at 16.5 µM. 360,000 tested, 0.26% active;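 active means inhibition above a per-plate limit, mean inhibition of low control wells plus 3 SD, cut at about 25% in these data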;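 further: 0% = DMSO wells with enzyme and 100% = wells lacking Arfgap1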
Target sequence (Q62848 1-136 limits assumed): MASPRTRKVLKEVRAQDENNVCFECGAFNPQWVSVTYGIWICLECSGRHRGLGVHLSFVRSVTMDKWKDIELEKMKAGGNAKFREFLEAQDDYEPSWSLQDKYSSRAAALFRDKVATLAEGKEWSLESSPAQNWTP
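Assay system: purified rat His6-Arfgap1 residues 1-136 (GAP domain); Reagent: human Δ17 ARF1 bound to GTP; Dosing: 16.5 µM single point, 1.26% DMSO; Times: GTP hydrolysis reaction 2 h at 25 °C; Signal: FP, GDP Alexa 633 tracer displaced from anti-GDP antibody, 620/688 nm; Measure: % inhibition from polarization.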
ASAP1 GAP inh – inhibitors of human ASAP1 ArfGAP activity; Q9ULH1; ASAP1-stimulated ARF1 GTP hydrolysis, GDP FP detection; inhibition, % at 16.5 µM; 360,000 tested, 0.19% active; AID 624377; in the data active means inhibition above about 25%;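 further: 0% = vehicle with enzyme and substrate and 100% = no enzyme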
GC-B act – GC-B (human) receptor activation; activation, % at 10 µM; 370,000 tested, 0.11% active; AID 1920062; HEK293-GC-B cells, CNP EC30, cGMP TR-FRET; 0% at EC30 CNP, 100% saturating CNP;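 active means activation at 10 µM reaching about 35% in either raw or pattern-adjusted values, limit read from the data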
mABHD4 FP – ABHD4 (mouse) inhibition, primary FP screen; Q8VD66; purified mABHD4, FP-Rh probe fluorescence polarization; inhibition, % at 8.92 µM; 370,000 tested, 0.54% active;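 active means inhibition exceeding the mean over every tested compound plus 3 SD, cut at about 30% in these data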;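 further: 0% = plate median of compound wells and 100% = S159A mutant with DMSO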
Target sequence (Q8VD66 whole entry, looked up): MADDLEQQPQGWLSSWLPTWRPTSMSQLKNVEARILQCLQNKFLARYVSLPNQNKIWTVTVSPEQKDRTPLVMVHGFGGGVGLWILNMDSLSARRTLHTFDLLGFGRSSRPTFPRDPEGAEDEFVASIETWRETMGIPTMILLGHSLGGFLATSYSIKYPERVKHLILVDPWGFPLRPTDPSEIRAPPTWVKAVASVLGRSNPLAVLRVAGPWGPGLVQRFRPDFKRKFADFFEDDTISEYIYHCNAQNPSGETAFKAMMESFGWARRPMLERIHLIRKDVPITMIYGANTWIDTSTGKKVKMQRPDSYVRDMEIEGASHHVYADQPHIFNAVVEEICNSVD
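System: mouse ABHD4 enzyme, wild type / Medium: HEPES pH 7.0, NaCl, Pluronic buffer / Reagent: FP-Rh activity-based fluorescent probe / Control set: S159A mutant high control, sample median low control / Detection: fluorescence polarization with parallel and perpendicular emission, 525/598 nm / Schedule: 45 min + 60 min at 25 °C / Compound dosing: 8.92 µM, single dose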
GC-A act – GC-A (human) enzyme activation. P16066. HEK293 GC-A cells, cGMP TR-FRET, EC30 ANP; 0% at EC30 ANP, 100% saturating ANP. activation, % at 10 µM. 370,000 tested, 0.14% active; in the data active means activation above about 40%
rCAG binder – binds r(CAG) RNA repeats. 370,000 tested, 1.3% active. AID 651821. inhibition, % at 3 µM. r(CAG) RNA repeat, TO-PRO-1 dye displacement fluorescence;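 active means inhibition above the plate cutoff, the mean of all test compounds on that plate plus 3 SD, cut at about 35% in these data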;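 further: 0% = DMSO alone and 100% = 100 µM mitoxantrone as full dye displacement; higher means more dye released from RNA so lower well fluorescence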
* marks the source's active call; other numbers are inactive results; x = not tested or not shown; & = joins results of further samples; ! = not confirmed by another sample.

Every second line gives: Rev-erbA mod, HTRA1 inhibitor, PG9 binder, SMARCA2 activ, ARFGAP1 inhibitor, ASAP1 GAP inh, GC-B act, mABHD4 FP, GC-A act, rCAG binder
1	COc1cc(C2C3=C(COC3=O)Oc3cc4c(cc32)OCO4)cc(OC)c1O (stereo unspecified)
  4, 0, -1.6, 2, -15, 6, -8, 2, -7, -1
2	C=CCNC(=O)COC(=O)c1ccc(Sc2nncn2C)c([N+](=O)[O-])c1
  -2, -4, 0.3, 0, 3, 11, 4, 0, 1, 2
3	Cc1[nH]nc2c1C(c1ccoc1)C(C#N)=C(N)O2 (stereo unspecified)
  -1, -5, -2.2, -2, -2, -3, -1, 0, -1, 0
4	COc1cc(CN2C[C@@H](CO)O[C@@H](n3cnc4c(NCc5ccc(F)cc5)ncnc43)C2)cc(OC)c1OC
  0, x, -0.6, -2, -1, 10, 2, 4, -3, -2
5	CN(C#N)c1nccc(-c2cccs2)n1
  1, 3, 1.4, -3, 5, -14, 2, -2, 2, -3
6	COc1cccc(NC(=O)NNC(=O)C(C)Oc2ccc3ccccc3c2)c1 (stereo unspecified)
  -3, -16, -1.4, -1, -2, -17, -1, -2, -3, 1
7	CC1(C)CC(=O)C2=C(C1)OC(N)=C(C#N)C2c1ccoc1 (stereo unspecified)
  -2, -2, -1.1, 4, 12, 4, -1, 0, 6, 0
8	Cc1ccc(-n2ncc3c(NNC(=O)Cc4ccccc4)ncnc32)cc1
  2, -5, 0.2, 1, -2, -8, -8, 0, -2, 3
9	O=S1(=O)N=C(N2CCN(Cc3ccccc3)CC2)c2ccccc21
  -4, 5, -4.3, 0, -4, 8, 1, 0, 1, 5
10	COc1ccc(Nc2nnc(SC(C(=O)Nc3ccc(OC)c(Cl)c3)c3ccccc3)s2)cc1 (stereo unspecified)
  5, -40, 0.3, -1, 6, 17, 8, -11, 3, 19
11	CCOc1ccc(CCNC(=O)CS(=O)Cc2nc(-c3ccc(OC)c(OC)c3)oc2C)cc1OCC (stereo unspecified)
  0, -1, 0.2, 1, 7, -10, -2, 0, 4, -6
12	CSCC[C@H](NC(=O)N1CCn2c1nc1ccccc12)C(=O)NCC1CCCO1 (stereo partly specified)
  -2, -2, -1.5, 2, 4, -2, -6, -5, 4, -7
13	O=[N+]([O-])c1cccc(-c2cnc3ccccc3n2)c1
  5, 5, -0.1, 4, -3, 4, -5, -7, 0, 1
14	O=C(C=CC(=O)Nc1ccc(F)cc1F)Nc1ccc(F)cc1F
  0, x, -1.2, 0, -9, -15, 0, -1, -1, 1
15	Cc1ccc(NC(=O)CN2C(=O)c3ccccc3C2=O)cc1
  -7, 2, -3.2, -3, -12, 6, -2, -11, 6, 0
16	CCN(c1ccccc1)S(=O)(=O)c1ccc(F)c(C(=O)O)c1
  -5, 7, 3.0, -4, 6, -5, 4, 6, 1, -1
17	CC1Cc2ccccc2N1C(=O)C1CCCN(S(=O)(=O)c2cccc3cccnc23)C1 (stereo unspecified)
  -1, 3, -0.5, -2, 4, 9, -1, -5, -1, -1
18	CCn1c(=O)c2sccc2n(CC(=O)NC2CCCC2)c1=O
  -6, 0, -0.9, 1, -22, -1, 3, 4, -4, -2
19	CCCCCCSc1cc(-c2nc3cc(C)ccn3c2NCCCC)ccc1OC
  1&-6, -4, 0.9&1.6, 1&-5, 4&16, 4&15, 2&4, 37*!, 8&1, 1&2
20	CCOc1ccc(CN2CCN(Cc3cccn3-c3ncccn3)CC2CCO)cc1 (stereo unspecified)
  -2, 0, -1.4, -2, -13, 14, -1, 1, -4, -5

Brought forward from above: three compounds, then new ones.
Every second line gives: Rev-erbA mod, HTRA1 inhibitor, PG9 binder, SMARCA2 activ, ARFGAP1 inhibitor, ASAP1 GAP inh, GC-B act, mABHD4 FP, GC-A act, rCAG binder
18	CCn1c(=O)c2sccc2n(CC(=O)NC2CCCC2)c1=O
  -6, 0, -0.9, 1, -22, -1, 3, 4, -4, -2
19	CCCCCCSc1cc(-c2nc3cc(C)ccn3c2NCCCC)ccc1OC
  1&-6, -4, 0.9&1.6, 1&-5, 4&16, 4&15, 2&4, 37*!, 8&1, 1&2
20	CCOc1ccc(CN2CCN(Cc3cccn3-c3ncccn3)CC2CCO)cc1 (stereo unspecified)
  -2, 0, -1.4, -2, -13, 14, -1, 1, -4, -5
21	Cc1cc(Br)cc2c(C(=O)Nc3c(C)n(C)n(-c4ccccc4)c3=O)cc(-c3cccs3)nc12
  2, -1, -0.2, -4, 7, 0, -2, -3, -14, 0
22	O=C(c1ccccc1)C12COc3ccccc3C1ON=C2c1ccccc1 (stereo unspecified)
  -2, x, -0.3, -4, 6, -14, -8, 5, -9, 3
23	C/C(=N/NC(=O)CNC(=O)CCc1ccccc1)c1ccc(Cl)cc1
  -7, -10, 0.3, -5, 18, -13, 3, -1, 3, -5
24	COc1ccc(NC(=O)CSc2nnc(NC(=O)c3ccc(S(=O)(=O)N4CCOCC4)cc3)s2)cc1
  -4, 6, 0.5, -3, -3, 4, 0, 6, 2, 2
25	COc1cccc(C2CCCN2Cc2nc(-c3cnccn3)no2)c1 (stereo unspecified)
  6, 4, -2.6, 3, 9, -11, 0, 0, -1, 11
26	Cc1ccc2cc(-c3noc(C(C)(C)C)n3)c(=O)[nH]c2c1
  -1, -8, 2.4, -2, 4, 2, -4, 5, 1, -2
27	O=C(CN1C(=O)NC2(CCOc3ccccc32)C1=O)Nc1cccc([N+](=O)[O-])c1 (stereo unspecified)
  1, -8, -0.4, 0, -11, -11, -4, -9, -2, 2
28	CC(C)C1C(=O)N(Cc2cn(CCC3OCCO3)nn2)CCS(=O)(=O)N1Cc1ccc(-c2ccc(Cl)cc2)cc1 (stereo unspecified)
  7, -29, -0.5, -3, 11, 9, -8, -14, 33, 9
29	COc1ccc(/C=C/C(=O)Nc2cc(S(=O)(=O)N3CCOCC3)ccc2C)cc1OC
  1, -5, -0.3, -5, -4, -6, 2, -1, -2, -3
30	CC1(N2CCCCC2)CC2(O)C(=[N+]1[O-])CCC/C2=N\O (stereo unspecified)
  -1, 2, -1.8, -4, -3, 15, 2, 4, 0, 14

Reprinted from the part before: 6 entries, followed by the next part.
Every second line gives: Rev-erbA mod, HTRA1 inhibitor, PG9 binder, SMARCA2 activ, ARFGAP1 inhibitor, ASAP1 GAP inh, GC-B act, mABHD4 FP, GC-A act, rCAG binder
25	COc1cccc(C2CCCN2Cc2nc(-c3cnccn3)no2)c1 (stereo unspecified)
  6, 4, -2.6, 3, 9, -11, 0, 0, -1, 11
26	Cc1ccc2cc(-c3noc(C(C)(C)C)n3)c(=O)[nH]c2c1
  -1, -8, 2.4, -2, 4, 2, -4, 5, 1, -2
27	O=C(CN1C(=O)NC2(CCOc3ccccc32)C1=O)Nc1cccc([N+](=O)[O-])c1 (stereo unspecified)
  1, -8, -0.4, 0, -11, -11, -4, -9, -2, 2
28	CC(C)C1C(=O)N(Cc2cn(CCC3OCCO3)nn2)CCS(=O)(=O)N1Cc1ccc(-c2ccc(Cl)cc2)cc1 (stereo unspecified)
  7, -29, -0.5, -3, 11, 9, -8, -14, 33, 9
29	COc1ccc(/C=C/C(=O)Nc2cc(S(=O)(=O)N3CCOCC3)ccc2C)cc1OC
  1, -5, -0.3, -5, -4, -6, 2, -1, -2, -3
30	CC1(N2CCCCC2)CC2(O)C(=[N+]1[O-])CCC/C2=N\O (stereo unspecified)
  -1, 2, -1.8, -4, -3, 15, 2, 4, 0, 14
31	COc1ccc(C2c3ccc4ccccc4c3Oc3ncn(CCCO)c(=N)c32)cc1OC (stereo unspecified)
  -5, -7, 0.4, -1, 1, 4, -10, -7, -15, 1
32	O=C(N/N=C/c1ccccc1O)c1cccc2ccccc12
  4, 9, -0.5, -4, -8, 4, 2, 1, 1, 2
33	c1ccc2c(c1)cnc1ccccc12
  1&-1, 0, -2.7&1.7, 2&-3, 1&-5, -4&-3, -2&-2, 1&-4, 4&-2, -1&0
34	CC(C)OCCCNC(=O)c1ccc2c(c1)NC(=O)c1ccccc1S2
  8, 2, -0.1, -2, -3, 8, 0, -7, 0, 3
35	Cc1ccc(N2CC(C(=O)N3CCOCC3)CC2=O)cc1C (stereo unspecified)
  -3, -5, -3.5, -2, -3, 2, 2, 0, 2, 4
36	O=C(CCN1CCN(Cc2ccccc2)CC1)NNC(=O)Nc1cccc([N+](=O)[O-])c1
  -2, -4, 0.7, -1, 4, -1, -1, -2, 1, -6
37	COc1cc(OC)cc(C(=O)NCCC(c2ccccc2)c2ccccc2)c1
  7, -58, -1.5, 0, 7, -4, -7, -28, -3, -5
38	C=CCn1c(SCC(=O)NC(=O)NC2CCCC2)nnc1C1CCCCC1
  5, 5, -0.7, -4, 8, -4, -1, -3, 3, -10
39	Cc1ccc(C)c(C(=O)N2CCN(c3ncccn3)CC2)c1
  -4, -2, -0.1, 2, -8, -1, -3, -6, 2, 1
40	NC(Cc1ccc(C(F)(F)F)cc1)c1csc(Nc2cc(NCc3ccco3)ncn2)n1 (stereo unspecified)
  -1, x, -0.6, -3, 19, 1, -4, 9, -17, 15
41	CCOC(=O)c1ccc(NC(=S)NC(=O)COc2ccccc2)cc1
  0, -10, -1.6, -7, 2, -1, -6, -3, 3, 2
42	CCOc1ccc(N(C)S(=O)(=O)c2ccc(-c3ccc(=O)[nH]n3)s2)cc1
  -3, -8, -1.0, -2, 1, -1, -5, -25, -11, 9
43	Cc1ccc([N+](=O)[O-])cc1N/C=C1\CCCCC1=O
  4, 2, 0.0, 3, -4, -8, -1, 2, 0, 3
44	CC(=O)Nc1ccc(NC(=O)c2cc(=O)c3cc(C)cc(C)c3o2)cc1
  -4, 2, -0.7, -2, 2, 17, -3, -6, -1, -1
45	COc1ccccc1Nc1nc(N)nc(CN2CCc3ccccc3C2)n1
  2, 4, 0.3, -3, 0, 13, 7, 1, 0, -7
46	O=C(Nc1ccccc1F)c1ccc2sc([C@@H]3O[C@H](CO)[C@H](O)[C@H](O)[C@H]3O)nc2c1
  -2, x, 0.9, 1, -8, -8, -1, 2, 3, 1
47	COc1ccc(CCNC(=O)C2CC3Cn4c(nc5cc(Cl)c(Cl)cc54)C3N2C)cc1 (stereo unspecified)
  -5, 5, -2.0, -1, 6, -9, 2, 0, -2, -3
